E coli growth: reduces bacterial viability in AddAB counter-screen; E. coli V3065 growth, OD600 absorbance, 18 h; inhibition, % at 11.9 µM; actives 0.27% (n = 330,000);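 active = inhibition above the campaign's mean inhibition across all tested compounds plus 3 SD, cut at about 9.9% in these data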;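 also: uninfected addAB+ strain grown without phage in ampicillin broth; 0% = DMSO wells and 100% = ciprofloxacin 0.95 µg/ml wells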
AddAB inh: less growth of phage-infected E. coli with AddAB | actives 0.29% (n = 330,000) | inhibition, % at 11.9 µM | E. coli expressing H. pylori AddAB, absorbance growth | AID 435030; in the data active = inhibition above about 12%;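 also: 0% = vehicle wells of infected cells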
HTR5A inv ag: HTR5A inverse agonism, opioid heterodimer counter-screen; P47898; HTR5A cell line, luminescence; inhibition, % at 9.3 µM; actives 0.083% (n = 340,000); AID 504634; in the data active = inhibition mostly above about 23%, no sharp cut-off; inactive = mostly below about 18%;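 also: 0% = cells with DMSO and 100% = no-cell wells with DMSO; some compounds called inactive have numbers as strong as hits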
phage Ecoli inh: E. coli growth loss with phage present. growth absorbance. inhibition, % at 11.9 µM. actives 0.26% (n = 360,000); in the data active = inhibition above about 11%
HTR5A ag ctr: activates human HTR5A in OPRM1-OPRD1 agonist counter-screen; HTR5A agonist assay, luminescence, cell-based; AID 504692; activation, % at 9.3 µM; actives 0.61% (n = 340,000); P47898; in the data active = activation mostly above about 9.5%, no sharp cut-off; inactive = mostly below about 7.6%;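 also: 0% = cells with vehicle only and 100% = reference agonist; strong numbers were not always called active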
Mot1-301 SUMO: SUMOylation pathway inhibition by Mot1-301 growth rescue; actives 1% (n = 320,000); growth rescue, % at 18.8 µM; S. cerevisiae Mot1-301 growth rescue, ATP luminescence, 38.5C; percent above DMSO median, 100 means doubled;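 active = every valid replicate shows activation above 250% relative to neutral control wells; inactive = the rest, any valid replicate at or below 250%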;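 also: OY570 slx delta 5 strain wells were the positive control but not used for scaling; some compounds called inactive have numbers as strong as hits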
Pemphigus Ab inh: inhibitors of pemphigus antibody binding to human desmoglein-3; binding (percent of control), % at 10 µM; P32926; DSG3-coupled beads, scFv-anti-DSG3-GFP binding, flow cytometry; active compounds read low; actives 0.48% (n = 310,000); AID 588358;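 active = binding more than 3 SD below its plate's average and above zero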;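 also: hits lower antibody fragment binding to DSG3; some compounds called inactive have numbers as strong as hits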
Target sequence (P32926 whole entry, looked up, the tested form may be a part): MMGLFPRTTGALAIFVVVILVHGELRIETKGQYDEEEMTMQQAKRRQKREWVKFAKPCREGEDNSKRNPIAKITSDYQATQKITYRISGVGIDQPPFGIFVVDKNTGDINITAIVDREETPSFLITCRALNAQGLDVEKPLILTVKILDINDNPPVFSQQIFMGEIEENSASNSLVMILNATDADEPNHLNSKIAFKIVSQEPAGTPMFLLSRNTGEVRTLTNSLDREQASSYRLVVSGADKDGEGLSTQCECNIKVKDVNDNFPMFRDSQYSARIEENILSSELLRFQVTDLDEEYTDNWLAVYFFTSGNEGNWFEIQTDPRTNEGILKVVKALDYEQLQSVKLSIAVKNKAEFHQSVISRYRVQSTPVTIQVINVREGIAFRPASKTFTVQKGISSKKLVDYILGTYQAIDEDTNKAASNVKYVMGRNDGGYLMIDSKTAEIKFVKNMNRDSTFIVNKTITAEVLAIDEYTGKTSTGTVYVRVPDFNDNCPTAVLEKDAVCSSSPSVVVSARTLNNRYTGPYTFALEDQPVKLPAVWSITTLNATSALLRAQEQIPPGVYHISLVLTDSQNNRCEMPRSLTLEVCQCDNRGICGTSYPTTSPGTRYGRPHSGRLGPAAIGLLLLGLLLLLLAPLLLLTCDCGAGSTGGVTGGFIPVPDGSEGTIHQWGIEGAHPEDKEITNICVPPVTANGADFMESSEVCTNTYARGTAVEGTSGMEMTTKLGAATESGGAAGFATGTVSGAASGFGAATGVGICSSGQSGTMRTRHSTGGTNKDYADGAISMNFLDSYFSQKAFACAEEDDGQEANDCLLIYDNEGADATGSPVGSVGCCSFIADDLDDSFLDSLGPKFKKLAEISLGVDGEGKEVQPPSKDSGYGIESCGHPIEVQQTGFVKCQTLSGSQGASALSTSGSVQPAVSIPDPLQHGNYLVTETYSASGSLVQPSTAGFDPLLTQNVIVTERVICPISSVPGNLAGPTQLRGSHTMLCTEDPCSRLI
OPRM1-OPRD1 ag: OPRM1-OPRD1 heterodimerization agonism | AID 504326 | activation, % at 9.3 µM | P35372+P41143 | actives 0.3% (n = 340,000) | cells, luminescence; in the data active = activation above about 18%;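 also: 0% = vehicle-treated cells and 100% = reference agonist; values of inactives mirror those of a sister screen read the other way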
PfHsp90 yeast 2: growth inhibition of yeast expressing Plasmodium Hsp90. inhibition, % at 9.4 µM. S. cerevisiae expressing PfHsp90, BacTiter-Glo ATP, 48 h; yeast lacking PDR1 and PDR3 efflux regulators. actives 0.32% (n = 310,000). AID 504621;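 active = every replicate shows inhibition above about 80%, whatever the replicate mean, limit read from the data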;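 also: 0% = DMSO neutral controls and 100% = 20 µM radicicol positive controls; yeast relying on Plasmodium falciparum Hsp90 in place of its own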
OPRM1-OPRD1 inv: inverse agonists of human mu-delta opioid receptor heterodimerization. P35372+P41143. cell-based MOR-DOR heterodimer luminescence, inverse agonism. inhibition, % at 9.3 µM. actives 0.21% (n = 340,000). AID 504357; in the data active = inhibition above about 22%, passing the limit was not always enough;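 also: 0% = cells with DMSO and 100% = wells without cells with DMSO; values of inactives mirror those of a sister screen read the other way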
PKA-R1A activ: activators of PKA-R1A complex; P00514+P68181; PKA-R1A dissociation, Cy5-IP20 fluorescence polarization; scaled: DMSO 0%, 113 µM cGMP 100%; activation, % at 11.4 µM; actives 0.083% (n = 340,000);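 active = percent activation above the mean of all tested compounds plus 3 SD, cut at about 19% in these data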;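 also: higher means more PKAc released from R1A so a rise in polarization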
Starred values were filed as active, the others as inactive; · = no result given.

SMILES	E coli growth	AddAB inh	HTR5A inv ag	phage Ecoli inh	HTR5A ag ctr	Mot1-301 SUMO	Pemphigus Ab inh	OPRM1-OPRD1 ag	PfHsp90 yeast 2	OPRM1-OPRD1 inv	PKA-R1A activ
Cc1cccc(OCc2nc3c4c(ncn3n2)-c2ccccc2CC42CCCC2)c1	-0.3	-2.9	-8	3.4	5	-3	113	-1.0	-14	5	-10
O=C(CSCc1ccccc1Cl)NCCSc1ccccn1	-1.2	-0.6	5	3.8	-2	11	107	0.5	-23	-3	-1
CCOc1ccc2nc(SCC(=O)N3c4ccccc4Sc4ccccc43)c(C#N)cc2c1	1.5	2.2	20	5.2	3	1	·	1.7	-112	-8	0
O=c1[nH]c(-c2ccccc2)c(-c2ccccc2)o1	-0.7	-0.2	-18	0.5	5	40	94	-0.1	-15	0	6
CC1Cc2ccccc2N1CC(=O)Nc1ccc(S(N)(=O)=O)cc1 (stereo unspecified)	0.4	0.0	-7	-1.7	3	-6	85	-2.1	13	11	-6
Cc1ccc(CS(=O)Cc2ccc(C(=O)NC3CCC(C)CC3)o2)cc1 (stereo unspecified)	-1.6	3.7	7	1.5	-2	3	·	-2.4	11	13	3
COc1cc(OC)cc(C(=O)N[C@H](C(=O)OCC(=O)Nc2cccnc2Cl)C(C)C)c1	0.0	1.6	-9	0.5	4	-1	99	-4.0	20	16	10
O=C1CC(c2ccccc2Cl)=NN(c2ncnc3ccccc23)C1=O	-1.3	6.6	3	1.2	-1	2	94	-4.0	5	19	-1
Cn1nnnc1SCC(=O)Nc1cccc(S(=O)(=O)N2CCCCC2)c1	0.1	0.8	6	0.8	-3	-15	111	-2.8	-1	11	3
Cc1ccc(NC(=O)c2ccn(C(=O)Nc3ccccc3)n2)c(C)c1	1.3	1.4	-17	2.7	3	8	109	-1.8	-14	9	2
Cc1ccc(S(=O)(=O)Nc2ccc3c(c2)C(=O)N([C@H](C)CO)C[C@@H](C)[C@@H](CN(C)C(=O)Nc2cccc4ccccc24)O3)cc1	-2.0	0.7	-17	2.6	4	0	106	-0.7	-5	3	-1
Cc1n[nH]c(C)c1S(=O)(=O)N1CCCC(C(=O)O)C1 (stereo unspecified)	0.0	0.2	9	0.9	-4	15	100	-2.4	10	10	1
O=C(O)CC1C(=O)OCN1C(=O)OCc1ccccc1 (stereo unspecified)	0.6	1.4	19	2.1	4	54	96	-0.3	3	2	-10
Cc1ccc(Cl)cc1N1CCN(C(=O)CSc2nnc3n2C(C)(C)Cc2ccccc2-3)CC1	-1.8	-0.9	4	2.2	7	6	109	2.3	·	-13	-11
Cc1ccc(CN2C(=O)CSC(C)C2=O)cc1 (stereo unspecified)	0.5	0.8	3	2.9	-1	0	99	-3.7	19	17	-6
CCC(=O)Nc1nonc1-c1nc2ccccc2n1CC(C)C	-2.5	2.1	0	-1.3	2	16	·	4.0	-17	-20	4
C=C1SC(=Nc2c(C)cc(C)cc2C)N(C(=O)c2sc3ccccc3c2Cl)C12CCCCC2	0.5	1.1	-3	3.7	1	4	88	-1.0	18	5	3
Cc1cccc(C2=NN(c3ccccc3)[C@@H](C(=O)N3CCOC3=O)[C@@H]2c2ccc(F)cc2)c1	-2.0	-1.5	0	1.0	0	·	102	1.4	-23	-6	-3
CN(C)CCNC(=O)c1coc(=O)c(Br)c1	-0.9	2.5	7	4.4	-1	-2	98	-1.9	9	11	-1
Cc1cc(NS(=O)(=O)c2ccc(NC(=O)CCSc3ccc(F)cc3)cc2)nc(C)n1	0.1	-0.3	-3	1.4	3	-8	120	1.1	23	-6	-9
N#Cc1c(C(F)(F)F)cc(-c2ccccc2Cl)[nH]c1=O	-2.5	1.1	-20	2.9	12*	12	108	0.8	·	-5	2
COc1ccc(CNC(=O)C23CC4CC(CC(Br)(C4)C2)C3)cc1	-0.8	3.2	1	1.1	0	-3	111	2.5	-20	-16	0
Cc1cccc(CNc2ccc(C(CC(N)=O)NC(=O)c3ccccc3)cc2[N+](=O)[O-])c1 (stereo unspecified)	-2.1	-0.6	-14	3.3	6	-3	114	0.8	5	-5	-7
COc1ccccc1N(C)S(=O)(=O)c1ccc(C(=O)OCC(=O)NCc2cccs2)cc1	-0.7	-0.7	-7	0.9	2	-16	90	-0.8	-9	4	0
COc1ccc(Oc2cccc(Cl)c2CNC(=O)CCCC(=O)O)cc1	0.8	6.4	·	4.2	·	8	105	·	·	·	·
CC1(C)Cc2cccc(OCC(O)CN3CCN(c4ccccn4)CC3)c2O1 (stereo unspecified)	·	·	5	0.9	0	·	·	0.8	-3	-4	-8
C/C(=N/NS(=O)(=O)c1ccc(Br)cc1)c1c[nH]c2ccccc12	2.3	-0.1	-38	1.8	6	-3	99	0.0	9	0	1
O=C(CSc1nnc(Cn2cnc3ccccc32)o1)Nc1cccc2ccccc12	0.8	1.0	-11	2.2	0	-11	106	-0.1	·	1	3
O=C(CCN1CCOCC1)NNC(=O)c1ccc([N+](=O)[O-])cc1[N+](=O)[O-]	-0.2	-0.9	-5	2.0	1	14	92	1.1	·	-6	-10
Cc1ccc(OCCOc2ccc(Br)cc2/C=N\NC(N)=O)cc1	-1.7	4.7	-20	4.7	8	13	105	20*	-11	-98	6
CC(C)(C)OC(=O)N[C@H](Cc1ccccc1)C(=O)N1CCC(C(=O)O)CC1	-0.1	-1.8	1	1.6	0	-8	104	-2.6	-2	14	-17
CCN(C(=O)CSc1ccc2c(c1)OCCO2)C1CCS(=O)(=O)C1 (stereo unspecified)	0.1	1.9	1	2.8	2	-8	99	-0.6	14	3	-8
CCCn1cc(SCC(=O)NCc2ccco2)c2ccccc21	-3.8	-0.1	-32	1.2	-4	-11	100	0.7	-27	-4	0
COc1ccccc1C=NNC(=O)C(=O)NN=Cc1ccccc1OC	·	·	-11	1.9	3	·	104	5.3	1	-23	4
Cc1ccc(SCC(=O)OCC(=O)N(C)CC(=O)Nc2ccc(F)cc2)cc1	0.9	-0.5	-19	3.0	8	13	102	-2.1	·	11	-8
CCCn1c(N)c(C(=O)CSc2nnc(C3CC3)n2C2CC2)c(=O)[nH]c1=O	1.9	0.5	6	3.5	-1	-10	·	-1.9	9	9	-3
COc1cccc(NC(=O)CSc2ncc(S(=O)(=O)c3ccccc3)c(=O)[nH]2)c1	0.2	4.4	1	2.5	0	-17	86	-1.7	-17	9	4
CN(C)/C=C1/C(=O)Nc2ccccc21	0.0	-1.1	-8	1.8	-2	-26	100	-3.3	-28	16	-1
CC(C)CCN1CCC(N)=NC1=O	·	·	5	3.0	-2	·	83	-3.1	16	14	-4
O=C(NCC(O)c1ccc([N+](=O)[O-])cc1)c1cccc(S(=O)(=O)N2CCCC2)c1 (stereo unspecified)	0.2	1.2	-12	4.8	4	28	98	-1.6	13	9	-13
CCOc1cc(/C=C2\C(=N)N3N=C(CC)SC3=NC2=O)ccc1OCCOc1ccc(NC(C)=O)cc1	0.1	1.0	0	-1.6	0	79	102	-4.9	8	23	6
O=C(Cn1c(=O)oc2ccccc21)c1ccccc1	-0.5	4.4	0	0.7	0	4	110	1.0	2	-6	-5
O=S(=O)(NCc1ccccc1)c1ccc(Br)s1	·	·	9	5.4	0	5	95	1.6	5	-8	-10
CN(C)NC(=O)c1ccsc1NC(=O)c1ccc(S(=O)(=O)N2CCCC2)cc1	1.0	2.1	-25	3.2	9	6	101	-2.7	17	14	0
CC(C)(C)c1ccc(-c2nc(N)nc(N)n2)cc1	3.7	3.1	·	2.4	·	-4	105	·	·	·	·
CN(CC(=O)O)S(=O)(=O)/C=C/c1ccccc1	-0.6	1.6	3	4.9	-1	-1	100	0.1	-15	0	13
N#CC1=C(S)N(c2ccccc2)C(c2ccco2)NC1=O (stereo unspecified)	1.4	-0.4	-5	-0.1	2	4	102	-3.4	30	16	-4
O=C(CN1C(=O)c2cccnc2Oc2ccc(Cl)cc21)NC1CCCCCC1	-0.2	1.3	10	-0.8	-3	-5	98	-2.0	-4	11	-10
CC(=O)Nc1c(Br)cc2c(c1Br)C(=O)c1ccccc1-2	·	·	-1	3.3	0	·	91	-2.2	23	11	11
Cc1cccc2[nH]c3c(N4CCC5(CC4)OCCO5)ncnc3c12	-0.8	-0.3	-19	1.4	8	1	110	-1.3	·	6	1
S=c1[nH]nc(Nc2cccc(Cl)c2)s1	2.3	3.5	12	2.7	-4	5	103	-2.7	1	13	12
COc1ccc(C(C(=O)NC2CCCCC2)N(C(=O)c2snc(C(N)=O)c2N)c2ccc(OC)cc2OC)cc1 (stereo unspecified)	-2.7	1.2	0	4.1	0	-15	108	-2.7	-7	15	-12
COc1ccc(-c2cc(C(=O)Nc3ccc(C)cc3)no2)cc1	0.2	0.6	-4	3.0	3	6	102	-1.0	-6	5	-3
COc1ccc(S(=O)(=O)N2CCCC2)c2ccccc12	-0.2	2.7	0	1.7	0	116	94	1.3	12	-6	-9
CCC(C)Nc1nc(OCC(F)(F)F)nc(OCC(F)(F)F)n1 (stereo unspecified)	0.2	1.4	6	1.7	0	-24	102	4.6	14	-26	5
Cc1ccc2c(c1)cc(CN(Cc1ccco1)C(=O)COc1ccccc1)c1nnnn12	-0.7	-1.6	-7	2.5	3	127	·	3.1	·	-18	-2

Gathered by group, those above containing a furan ring, fused or not
SMILES	E coli growth	AddAB inh	HTR5A inv ag	phage Ecoli inh	HTR5A ag ctr	Mot1-301 SUMO	Pemphigus Ab inh	OPRM1-OPRD1 ag	PfHsp90 yeast 2	OPRM1-OPRD1 inv	PKA-R1A activ
Cc1ccc(CS(=O)Cc2ccc(C(=O)NC3CCC(C)CC3)o2)cc1 (stereo unspecified)	-1.6	3.7	7	1.5	-2	3	·	-2.4	11	13	3
CCCn1cc(SCC(=O)NCc2ccco2)c2ccccc21	-3.8	-0.1	-32	1.2	-4	-11	100	0.7	-27	-4	0
N#CC1=C(S)N(c2ccccc2)C(c2ccco2)NC1=O (stereo unspecified)	1.4	-0.4	-5	-0.1	2	4	102	-3.4	30	16	-4
Cc1ccc2c(c1)cc(CN(Cc1ccco1)C(=O)COc1ccccc1)c1nnnn12	-0.7	-1.6	-7	2.5	3	127	·	3.1	·	-18	-2

Look-ups from above:
O=C(CSCc1ccccc1Cl)NCCSc1ccccn1 | phage Ecoli inh = 3.8
COc1ccc(Oc2cccc(Cl)c2CNC(=O)CCCC(=O)O)cc1 | Mot1-301 SUMO = 8

Assay outcomes (PubChem BioAssay)
